hgDAF12 agonist: agonists of H. glycines DAF-12 nuclear receptor; actives 1.8% (n = 370,000); activation, % at 6.8 µM; HEK293 GAL4-hgDAF12 UAS-luciferase reporter, agonist luminescence; normalized to butyrate control;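 active = activation above a cutoff set at the mean of all screened compounds plus 3 SD, cut at about 10% in these data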;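 also: 0% = DMSO wells and 100% = sodium butyrate wells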
DAX1 inh-1: inhibits human nuclear receptor DAX1; P51843; HEK293 Gal4-DAX1 luciferase reporter, luminescence; inhibition, % at 6.75 µM; actives 0.99% (n = 340,000); AID 504766;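 active = inhibition above the mean over all tested compounds plus 3 SD, cut at about 4.2% in these data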;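 also: 0% = DAX1-transfected cells with DMSO and 100% = empty-vector control cells with DMSO; inhibition shows as a rise in luminescence from relieved DAX1 repression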
PLC-gamma1 inh: inhibitors of human phospholipase C gamma1 | P19174 | actives 0.84% (n = 370,000) | purified PLC-gamma1, fluorogenic substrate, fluorescence | inhibition, % at 12.2 µM; in the data active = inhibition above about 9.5%
Target sequence (P19174 whole entry, looked up): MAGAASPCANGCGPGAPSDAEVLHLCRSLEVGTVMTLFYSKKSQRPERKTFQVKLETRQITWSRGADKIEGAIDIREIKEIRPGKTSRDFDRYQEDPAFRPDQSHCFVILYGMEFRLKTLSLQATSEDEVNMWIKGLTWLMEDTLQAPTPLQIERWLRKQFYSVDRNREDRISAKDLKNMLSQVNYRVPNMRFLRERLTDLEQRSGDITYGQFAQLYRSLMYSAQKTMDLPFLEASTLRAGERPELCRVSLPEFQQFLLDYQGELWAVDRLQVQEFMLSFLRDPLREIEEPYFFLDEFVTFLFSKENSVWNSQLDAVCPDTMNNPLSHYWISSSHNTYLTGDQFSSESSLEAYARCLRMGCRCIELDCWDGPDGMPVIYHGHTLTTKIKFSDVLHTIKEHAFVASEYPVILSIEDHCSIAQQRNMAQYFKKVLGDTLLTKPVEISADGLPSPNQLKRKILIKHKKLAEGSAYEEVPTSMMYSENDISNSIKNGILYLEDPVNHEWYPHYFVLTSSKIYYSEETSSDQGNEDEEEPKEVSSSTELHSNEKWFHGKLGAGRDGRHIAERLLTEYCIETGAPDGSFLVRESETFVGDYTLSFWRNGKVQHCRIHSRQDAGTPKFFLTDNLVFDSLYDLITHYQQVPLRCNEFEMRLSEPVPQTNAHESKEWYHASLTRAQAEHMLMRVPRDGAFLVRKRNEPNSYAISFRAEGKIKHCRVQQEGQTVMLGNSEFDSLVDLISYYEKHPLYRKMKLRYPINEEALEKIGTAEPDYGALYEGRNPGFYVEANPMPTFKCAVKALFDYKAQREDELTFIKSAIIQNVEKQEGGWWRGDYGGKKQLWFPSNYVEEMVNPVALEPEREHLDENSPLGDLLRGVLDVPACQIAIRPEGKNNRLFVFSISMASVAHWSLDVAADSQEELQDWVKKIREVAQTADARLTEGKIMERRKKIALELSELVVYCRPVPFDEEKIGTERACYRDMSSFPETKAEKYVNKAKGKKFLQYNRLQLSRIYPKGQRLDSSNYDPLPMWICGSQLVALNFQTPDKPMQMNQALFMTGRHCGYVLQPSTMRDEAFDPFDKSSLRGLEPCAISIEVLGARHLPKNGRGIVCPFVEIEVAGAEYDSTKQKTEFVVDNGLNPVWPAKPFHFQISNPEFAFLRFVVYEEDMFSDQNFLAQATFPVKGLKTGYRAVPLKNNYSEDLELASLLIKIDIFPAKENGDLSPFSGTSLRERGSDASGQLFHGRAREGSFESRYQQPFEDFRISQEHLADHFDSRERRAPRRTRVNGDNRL
ADAM10 inh: ADAM10 inhibition, QFRET primary screen | actives 0.62% (n = 370,000) | O14672 | inhibition, % at 7 µM | AID 720582 | recombinant ADAM10, EDANS/DABCYL FRET peptide cleavage, 3 h;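 active = inhibition above a per-campaign cutoff equal to the mean of compounds falling between control-based bounds plus 3 SD, cut at about 20% in these data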;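 also: 0% = DMSO wells while the 100% control is not disclosed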
ADAM17 inh: inhibitors of human ADAM17 | P78536 | recombinant ADAM17, EDANS/DABCYL FRET peptide cleavage | inhibition, % at 6.95 µM | actives 0.83% (n = 370,000) | AID 720648;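 active = inhibition above the mean of compounds lying between control limits plus 3 SD, set per campaign, cut at about 8.5% in these data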;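 also: 0% = DMSO-only wells as the low control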
DAX1 inh-2: inhibitors of DAX1 repression of SF-1 activated StAR promoter | HEK293T StAR-luciferase reporter, SF-1/DAX-1 repression relief | inhibition, % at 6.8 µM | actives 1.1% (n = 370,000) | AID 652010;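 active = inhibition above the mean over all tested compounds plus 3 SD, cut at about 3.6% in these data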;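 also: 0% = DAX-1 cells with DMSO and 100% = cells lacking DAX-1 with DMSO; higher inhibition means more luminescence from relief of DAX-1 repression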
FXN GAA850 act: activators of GAA850 frataxin (FXN) promoter. activation, % at 6 µM. actives 0.56% (n = 360,000). AID 540364. HEK293 lucGAA850 FXN promoter luciferase reporter, 24 h; percent of 10 µM SAHA response;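 active = activation above the average of all compounds screened plus 3 SD, cutoff fixed separately per campaign, cut at about 7.5% in these data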;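 also: 0% = DMSO wells and 100% = 10 µM SAHA wells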
ssDAF12 agonist: activates DAF-12 receptor from parasite S. stercoralis. HEK293 ssDAF-12/GRIP1 lit1-tk-luc reporter, luminescence; % of 3 µM dafachronic acid response. activation, % at 6.8 µM. actives 1% (n = 370,000). AID 652126;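 active = activation above the mean over all tested compounds plus 3 SD, cut at about 0.9% in these data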;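 also: 0% = DMSO-only wells and 100% = 3 µM delta7-dafachronic acid wells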
PLC-beta3 inh: PLC-beta3 (human) inhibition, primary screen; Purified PLC-beta3, fluorogenic substrate, fluorescence; inhibition, % at 12.2 µM; actives 0.18% (n = 370,000); AID 720704; in the data active = inhibition above about 11%;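 also: 0% = median of compound wells on plate and 100% = full blocker control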
hcDAF12 agonist: activators of H. contortus DAF-12 nuclear receptor | HEK293 hcDAF-12 lit1-tk-luc reporter, luminescence; 0% DMSO, 100% Δ7-dafachronic acid | AID 652067 | activation, % at 6.8 µM | actives 1.4% (n = 370,000);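 active = activation above the mean of all tested compounds plus 3 SD, cut at about 5.5% in these data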;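 also: 100% = response to 3 µM Δ7-dafachronic acid high control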
sPLA2-III inh: Blocks human group III sPLA2 activity; Q9NZ20; QFRET BODIPY PC-A2 liposome hydrolysis, fluorescence; inhibition, % at 12.2 µM; actives 0.56% (n = 370,000);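 active = inhibition above mean plus 3 SD of compounds lying within the high and low control bounds, cut at about 19% in these data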;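 also: 0% = median of test compound wells and 100% = no enzyme DMSO wells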
* = called active by the depositor; x = no result given. An unsorted share of the library; any-hit rate near 6.9%.

SMILES	hgDAF12 agonist	DAX1 inh-1	PLC-gamma1 inh	ADAM10 inh	ADAM17 inh	DAX1 inh-2	FXN GAA850 act	ssDAF12 agonist	PLC-beta3 inh	hcDAF12 agonist	sPLA2-III inh
CCCn1c(C2CCCN2c2nc(-c3cccc(Br)c3)cs2)nc2ccccc21 (stereo unspecified)	1.4	-0.1	7	13	2	0.3	0.2	-1.1	4	-0.9	-5
COc1ccccc1NC(=O)CSc1nnc2ccc(-c3ccccn3)nn12	-0.2	-0.3	1	-5	-3	-0.6	0.6	-1.4	-11	-1.2	8
COc1ccccc1-n1c(SCC(=O)N2CCOCC2)nc2cccnc21	-1.8	1.7	4	-6	-3	1.1	-0.8	-1.6	-1	-0.3	4
CSc1nccc(-c2sc(SC)c(C#N)c2-c2ccccc2)n1	-1.4	2.1	-6	-13	-5	-0.4	1.3	-0.1	-8	0.6	3
CCCN1C(=O)/C(=C/c2ccc(N3CCOCC3)cc2)NC1=S	2.0	-0.9	-146	5	4	-0.8	2.2	-2.2	-212	0.1	0
COC(=O)c1ccc(NC(=S)Nc2ccc(O)cc2)cc1	-0.7	-0.1	-2	4	1	-0.9	0.6	-0.4	-4	-0.5	-4
S=C1NCCOCCOCCNC(=S)N2CCOCCOCCN1CCOCCOCC2	-2.5	-0.2	3	-1	-6	0.1	2.4	-1.6	4	-2.4	8
Cc1cc(OCC(=O)NCCCN2CCOCC2)cc(C)c1Cl	-0.7	0.1	-2	0	-1	0.0	1.9	-1.3	1	-1.4	0
Cc1ccc(NS(=O)(=O)c2ccc(-c3cnc(C4CC4)o3)cc2)c(C)c1	-2.9	-1.7	-2	14	3	-4.4	-1.3	-0.8	-1	-0.6	-25
Cc1cccc(Nc2nnc(SCC(=O)NCC3CCCO3)s2)c1C (stereo unspecified)	6.0	-1.0	1	-3	-2	-1.3	1.0	-0.7	2	1.9	-3
COc1cccc(NC(=O)c2ccc(N3C(=O)C4CC=CCC4C3=O)cc2)c1 (stereo unspecified)	1.6	-0.5	5	-6	-4	-0.2	1.1	-1.6	-4	-1.3	-4
CCCCN1C(=O)C(NC(=O)CC(C)C)(C(F)(F)F)C2=C1CC(C)(C)CC2=O (stereo unspecified)	-1.3	4.1	2	-8	-2	-0.1	-2.8	-0.6	3	-1.7	3
Cc1ccc(NC(=O)CNC(=O)Cn2cnc3sc(C)c(C)c3c2=O)cc1F	-0.2	0.0	2	-5	-3	-0.1	0.7	-0.7	-14	-0.1	2
O=C(NCc1ccccc1)c1cccnc1N1CCOCC1	1.8	0.8	-2	-2	-2	-0.4	-1.1	-0.9	3	-2.0	2
O=C(N/N=C/c1cccc2nccnc12)c1ccccc1O	1.9	0.2	1	11	-2	0.7	2.5	-1.5	-7	0.4	4

3 entries already listed, arranged by the number in sPLA2-III inh, lowest first:
SMILES	sPLA2-III inh
Cc1cccc(Nc2nnc(SCC(=O)NCC3CCCO3)s2)c1C (stereo unspecified)	-3
CCCN1C(=O)/C(=C/c2ccc(N3CCOCC3)cc2)NC1=S	0
S=C1NCCOCCOCCNC(=S)N2CCOCCOCCN1CCOCCOCC2	8

Going on with the list.
SMILES	hgDAF12 agonist	DAX1 inh-1	PLC-gamma1 inh	ADAM10 inh	ADAM17 inh	DAX1 inh-2	FXN GAA850 act	ssDAF12 agonist	PLC-beta3 inh	hcDAF12 agonist	sPLA2-III inh
O=C(NCCN1CCOCC1)c1cc2ccccc2o1	0.0	-1.4	0	-6	-5	-0.2	0.0	-0.6	3	-0.8	-1
Cc1cccnc1CNC(=O)C1(C)CCCN1CC(C)C (stereo unspecified)	-1.8	x	-5	-11	0	-2.5	-0.3	0.1	-5	0.1	3
CCSC1=C(C#N)C(c2ccc3c(c2)OCO3)C2=C(CCCC2=O)N1 (stereo unspecified)	-2.1	-0.8	-20	-3	-2	-0.4	2.6	-1.2	-21	-0.7	-5
O=C(CN1C(=O)NC2(CCCc3ccccc32)C1=O)NCc1cccs1 (stereo unspecified)	-0.2	-0.6	3	-8	0	1.1	0.7	-0.8	1	-0.9	2
COC(=O)CN1C(=O)S/C(=C/c2cc(C)n(C)c2C)C1=O	8.3	1.1	-12	-5	-1	1.1	8.8*	-1.3	-15	-1.2	-1
CC(Sc1nc2ccccc2[nH]1)C(=O)O (stereo unspecified)	0.3	0.3	1	0	0	0.2	6.5	0.1	-1	1.6	3
COCCNc1nnc(SCC(=O)NNC(=O)c2ccc([N+](=O)[O-])cc2)s1	2.8	-0.1	-1	-4	0	-0.5	-0.4	-0.9	1	0.2	-6
Cc1n[nH]c(=O)c2c(NC(=O)CSc3ccccc3Cl)oc(C)c12	1.9	-0.8	-3	-1	1	1.1	0.3	-0.8	-3	0.3	2
C#CCN1C(=O)[C@]2(OCCC=C[C@H]2C)c2ccccc21	0.5	x	2	2	0	1.6	x	-0.9	6	0.8	0
COCCCNC(=O)CSc1nc2c(sc3ccccc32)c(=O)n1CCCC(=O)NCC1CCCO1 (stereo unspecified)	-2.1	-0.9	1	-20	-5	-0.1	-1.6	-1.3	3	-0.3	2
Cc1ccc2nc(-c3ccncc3)cc(C(=O)Nc3ccc(OC(F)F)cc3)c2c1	4.1	-0.1	-3	-8	-6	0.0	-3.6	-1.3	-6	1.1	6
O=C1C2C3C=CC(C4CC34)C2C(=O)N1/N=C/c1ccc(-c2ccc(F)cc2[N+](=O)[O-])o1 (stereo unspecified)	0.7	0.1	-3	-2	0	0.0	2.2	-0.8	-6	0.2	0
O=[N+]([O-])c1cc(/C=N\Nc2ccccn2)ccc1Cl	0.4	0.3	4	10	4	0.2	0.4	-1.6	-1	-2.0	-1
O=C(CN1CC(c2ccccc2)CC1=O)OCc1ccccc1F (stereo unspecified)	3.7	2.0	1	4	1	0.6	4.3	-1.0	3	2.0	-4
O=C(/C=C/c1ccc2c(c1)OCO2)NCCS(=O)(=O)N1CCN(c2ccccc2)CC1	0.1	-1.2	-18	-63	-16	-1.0	-1.6	-1.7	-23	-2.0	5
CCOC(=O)/C(=N/Nc1ccc(Cl)cc1)S(=O)(=O)c1ccccc1	-0.8	0.2	-1	-2	-1	0.1	0.4	-0.8	-1	-0.5	3
Cc1cccc(-c2ncc(S(=O)(=O)C(C)(C)C)c(N)n2)c1	4.2	1.4	1	-15	0	0.4	3.0	-0.3	-5	3.1	12
Cc1c(N=Cc2cc3c(cc2Cl)OCO3)c(=O)n(-c2ccccc2)n1C	0.8	1.1	-4	1	-4	-0.4	0.7	-1.7	2	-0.5	-2
CCOC(=O)c1sc(NC(=O)CSc2n[nH]c(C)n2)nc1C	-1.9	-0.5	4	3	-1	-0.5	2.4	-1.2	4	-1.0	-5
O=C(Cc1ccccc1)Nc1ccccc1Oc1ccccc1	1.1	1.0	-1	3	-1	0.5	-0.4	-1.7	-1	0.7	-2
O=C(NC1CCCCCCC1)C1c2ccccc2C(=O)N1Cc1cccs1 (stereo unspecified)	-1.3	-0.8	1	-5	-2	-1.1	1.9	-0.5	-2	-0.1	8
Cc1ccc(NC(=O)CSc2nc3ccc(Nc4nc(N5CCOCC5)nc(N5CCOCC5)n4)cc3s2)cc1	-0.3	0.3	1	5	-2	-1.2	1.1	-0.5	-4	-0.7	5
CC1CC1C(=O)OCC(=O)NNC(=O)COc1ccc(Br)cc1 (stereo unspecified)	1.4	-0.8	2	-1	0	-1.2	0.8	-1.0	-4	0.1	-13
Cc1cccc(C(C)C)c1NC(=O)COC(=O)CN1C(=O)C2CC=CCC2C1=O (stereo unspecified)	1.5	2.3	3	-15	1	-1.6	0.5	-1.5	-13	-1.5	11
CC(=O)NCc1ccc(C(=O)CSc2nnc(C3CC3)n2C2CC2)cc1	0.5	-0.1	2	-8	-1	0.8	0.2	-0.1	-1	0.6	1
CCCCCCCN(C(=O)CCl)c1cccc(C)c1	1.5	-0.7	3	4	5	-1.6	-3.6	-1.1	1	-1.0	-1
CCOc1ccc(C(C)NC(=O)Cc2ccccc2)cc1OCC (stereo unspecified)	3.7	-1.2	-1	6	1	0.1	1.8	-0.5	2	-2.3	4
Cc1cc(C)c2c(=O)n(CC(=O)N3CCC(N4CCCCC4)CC3)sc2n1	2.6	1.3	3	-31	-5	1.0	0.5	-0.8	5	3.0	0
CCOc1ccc(C(=O)N2CCN(c3ccccn3)CC2)cc1	-3.3	-0.5	-2	-5	-3	-0.1	1.9	-1.7	-6	-1.9	2
Cc1sc2nc(CN3CCOCC3)nc(NS(=O)(=O)c3cc(Cl)ccc3Cl)c2c1C	-1.5	-0.4	-25	-23	6	-0.3	0.3	-1.2	-46	-0.6	-21
CCC1(C)Cc2c(sc3nc4n(c(=O)c23)CCS4)CO1 (stereo unspecified)	0.5	-0.9	-2	-9	-5	-0.9	-1.6	-0.9	4	-1.0	9
Cc1nn(C(C)C(=O)NCCCN2CCCC2)c(=O)c2nn(-c3ccccc3)c(C)c12 (stereo unspecified)	0.6	0.0	0	6	0	-0.5	-1.2	-1.1	-6	-1.5	-1
COc1ccc(-n2cc(CNCCc3cnc[nH]3)c(-c3cccc(F)c3)n2)cc1	2.9	-0.3	-3	-1	-1	0.6	2.4	-1.1	0	-0.6	-31
CCc1nc2ccc(C(=O)Nc3cccc(NS(C)(=O)=O)c3)cn2c1N(C)C(=O)Cc1ccccc1	0.1	x	-8	-8	0	0.6	-0.5	-0.9	-11	-1.0	12
CCOc1ccc(N=C(NC#N)SCC)cc1	3.1	1.3	3	4	-5	-0.9	1.0	-0.9	0	-0.6	3
CC1(C)OC(=O)C2=C(C[C@@H](C3CCCC3)O[C@@H]2c2ccc(Cl)cc2)O1	-0.7	x	4	0	1	-0.7	x	-0.8	2	-0.2	5
Cc1ccc(C2(CCNS(=O)(=O)c3ccc(C)cc3)CCOC(C(C)C)C2)cc1 (stereo unspecified)	-4.5	0.7	7	17	10*	-1.3	3.5	-1.5	-5	-0.9	-6
Cc1cc(C)c(S(=O)(=O)N2CCCCC2CCNC(=O)C(=O)NCc2ccco2)c(C)c1 (stereo unspecified)	-0.7	-0.8	5	2	1	-2.0	-3.0	-1.2	6	-2.1	-6
CC(C)C1S/C(=N/N=C/c2cccs2)NC1=O (stereo unspecified)	1.7	2.5	13*	29*	9.4*	0.6	-0.2	-1.8	11	0.9	-4
Cc1nnc(SCc2nc3ccccc3nc2C)s1	-1.8	0.6	6	4	3	0.2	0.8	-0.5	2	0.0	8
COc1ccc(C(C)(O)c2nc(-c3ccncc3)cs2)cc1 (stereo unspecified)	-4.0	x	-2	-8	-4	-4.3	-3.5	-1.6	1	-2.1	4
Cc1cc(=O)n2[nH]c(C(=O)O)nc2n1	2.0	-0.6	-1	2	-4	-0.4	0.0	-1.1	1	-0.7	-3
CC(C)Cc1nc2oc3c(NCC4CCCO4)ncnc3c2c2c1CCC2 (stereo unspecified)	-0.3	1.4	-3	-23	-8	-0.3	4.0	-1.8	-3	-0.4	2
